High-throughput results (PubChem BioAssay)
Pol eta inh: blocks human DNA polymerase eta activity. Q9Y253. 390,000 tested, 1.2% active. recombinant Pol eta, fluorescent DNA replication assay. Potency, µM (highest dose often 114 µM), for inactives: at the highest dose activity change, negative = inhibition, usual class: inhibitors; also: % is scaled to controls: 0 for no effect and ±100 for the full control effect
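Pol eta (10 nM) was preincubated with compounds for 15 min at room temperature, after which fluorescent replication substrate (50 nM final) was added to start the reaction. Fluorescence was read kinetically at 0 and 10 min.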
Pol iota inh: inhibitors of human DNA polymerase iota; Q9UNA4; Pol iota fluorescent replication assay, 10 min; Potency, µM (titrated, usually from 115 µM), for inactives: top-dose activity, negative = inhibition, usual class: inhibitors; 390,000 tested, 1% active
Target sequence (Q9UNA4 whole entry, looked up): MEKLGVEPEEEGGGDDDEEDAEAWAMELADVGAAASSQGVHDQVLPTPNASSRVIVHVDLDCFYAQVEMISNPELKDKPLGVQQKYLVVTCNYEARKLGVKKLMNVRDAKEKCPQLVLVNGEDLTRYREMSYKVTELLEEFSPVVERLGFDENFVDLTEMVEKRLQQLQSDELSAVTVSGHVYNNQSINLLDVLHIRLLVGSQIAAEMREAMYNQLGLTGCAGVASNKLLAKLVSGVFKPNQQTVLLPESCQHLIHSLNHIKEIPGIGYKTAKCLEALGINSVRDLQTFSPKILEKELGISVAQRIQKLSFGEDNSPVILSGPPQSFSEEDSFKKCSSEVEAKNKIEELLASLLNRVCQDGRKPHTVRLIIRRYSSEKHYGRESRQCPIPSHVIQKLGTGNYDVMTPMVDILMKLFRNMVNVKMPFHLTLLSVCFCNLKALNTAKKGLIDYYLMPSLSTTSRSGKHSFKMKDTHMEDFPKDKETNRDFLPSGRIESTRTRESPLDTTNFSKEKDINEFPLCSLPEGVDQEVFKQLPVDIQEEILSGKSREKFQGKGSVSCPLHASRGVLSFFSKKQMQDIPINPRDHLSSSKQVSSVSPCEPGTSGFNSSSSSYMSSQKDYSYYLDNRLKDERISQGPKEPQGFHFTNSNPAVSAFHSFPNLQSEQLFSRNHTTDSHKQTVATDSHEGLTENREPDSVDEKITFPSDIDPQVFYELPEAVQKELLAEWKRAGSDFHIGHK
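Fluorescent replication assay read twice, at 0 min and 10 min after adding 50 nM (final) substrate. Enzyme (10 nM) and compounds were first incubated 15 min at room temperature; enzyme-free buffer wells were negative controls.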
BLM inh: blocks DNA unwinding by human BLM helicase; P54132; recombinant BLM DNA unwinding, fluorescence dequenching; Potency, µM (highest dose often 56.1 µM), inactives show at the highest dose activity change, negative = inhibition, most hits filed as inhibitors; 350,000 tested, 0.2% active; AID 2528;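 also: plate controls were vehicle for no effect and no enzyme for full effect; nearly all actives have a fitted effect of over 35% in size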
POLB inh: blocks human DNA polymerase beta activity; P06746; Pol beta primer extension/strand displacement, fluorescence kinetic; Potency, µM (titrated, usually from 114 µM), for the others: at the highest dose activity change, negative = inhibition, actives largely listed as inhibitors; 340,000 tested, 1.3% active; AID 485314; also: % is scaled to controls: 0 for no effect and ±100 for the full control effect
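Pol beta (10 nM) and compounds were preincubated 15 min at room temperature, then 50 nM substrate (final) started primer extension/strand displacement. Reads were taken at 0 and 10 min; concentration-response data were fitted to a four-parameter Hill equation.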
Pol kappa inh: inhibitors of human DNA polymerase kappa; Q9UBT6; Potency, µM (top dose mostly 107 µM), without a hit: at the top dose activity, negative = inhibition, hits mostly inhibitors; purified Pol kappa, fluorescent DNA synthesis assay, 10 min; 400,000 tested, 0.53% active; also: % is scaled to controls: 0 for no effect and ±100 for the full control effect
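Pol kappa 10 nM + cpd, 15 min RT; start w/ substrate 50 nM final; fluorescence kinetic read, 0 and 10 min. Neg ctrl: buffer, no enzyme.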
BAZ2B block: BAZ2B (human) inhibition; Q9UIF8; AlphaScreen BAZ2B-H3K14Ac peptide displacement; Potency, µM (highest dose often 114 µM), without a hit: top-dose activity change, negative = inhibition, most hits filed as inhibitors; 360,000 tested, 4.4% active; AID 504333; also: % is scaled to controls: 0 for no effect and ±100 for the full control effect; nearly all actives have a fitted effect of over 60% in size
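AlphaScreen luminescence quantifies BAZ2B engagement of H3K14Ac peptide; the protein and biotinylated peptide are both at 50 nM final, buffer PBS pH 7.4 with 0.01% Tween-20, all steps at room temperature.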
APEX1 inh: blocks human APE1 abasic DNA cleavage; Potency, µM (top dose mostly 65.8 µM), without a hit: at the highest dose activity change, negative = inhibition, usual class: inhibitors; AID 2517; P27695; 350,000 tested, 0.35% active; recombinant APE1, TAMRA/BHQ-2 abasic DNA cleavage fluorescence;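 also: plate controls were vehicle for no effect and reference inhibitor for full effect; nearly all actives have a fitted effect of over 55% in size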
Target sequence (P27695 whole entry, looked up): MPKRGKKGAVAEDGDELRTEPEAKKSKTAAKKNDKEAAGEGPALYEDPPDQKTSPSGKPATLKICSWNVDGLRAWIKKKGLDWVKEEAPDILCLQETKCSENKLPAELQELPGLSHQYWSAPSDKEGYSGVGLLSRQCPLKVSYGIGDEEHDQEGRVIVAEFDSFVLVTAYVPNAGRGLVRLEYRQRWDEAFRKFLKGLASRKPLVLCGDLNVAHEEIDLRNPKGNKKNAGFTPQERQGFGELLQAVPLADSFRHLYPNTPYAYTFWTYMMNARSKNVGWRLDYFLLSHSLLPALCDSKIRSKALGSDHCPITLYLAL
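Quantitative HTS: incision of a TAMRA/BHQ-2 double-stranded substrate bearing a tetrahydrofuran abasic site by 0.75 nM APE1 raises fluorescence. Substrate 50 nM final, added after 15 min compound preincubation at room temperature; progress as third-minus-first kinetic read difference.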
Anesthetic bind: candidate novel general anesthetic via apoferritin binding; P02791; apoferritin/1-aminoanthracene competitive binding, fluorescence; Potency, µM (doses to about 77.5 µM), inactives show at the highest dose activity change, negative = displacement, actives largely listed as inhibitors; 350,000 tested, 0.074% active; AID 485281; also: % is scaled to controls: 0 for no effect and ±100 for the full control effect; nearly all actives have a fitted effect of over 20% in size
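Apoferritin-based anesthetic binding model; compound displacement of fluorescent 1-AMA measured as endpoint fluorescence after 10 minutes at room temperature, scaled to free-ligand and complex controls.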
G9a block: G9a (human) methyltransferase inhibition. Q96KQ7. G9a H3K9 monomethylation, AlphaScreen, 2 h. 350,000 tested, 8.8% active. Potency, µM (highest dose often 102 µM), without a hit: at the highest dose activity, negative = inhibition, most hits filed as inhibitors; also: % is scaled to controls: 0 for no effect and ±100 for the full control effect; nearly all actives have a fitted effect of over 75% in size
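Signal arises when biotinylated H3K9 peptide, once monomethylated, bridges streptavidin donor and antibody-captured acceptor beads. Enzyme at 20 nM was preincubated 15 min with test compounds; peptide 500 nM and SAM 20 uM then reacted for 2 h.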
Numbers without * were called inactive; ? = inconclusive; . = no result given; [ ] = dose if it differs, or a comment. Calls follow the shape of the dose curve; as a rule, active = well fitted curve in the direction sought with a large enough effect; inconclusive = small, poorly fitted or top-dose-only effect, or another doubt; inactive = no such curve, though single readings can be large; an effect the other way counts as inactive or inconclusive. Potency is read from the fitted curve at half-maximal effect. Only part of the results is shown; count on the stated rates, not on these rows.

SMILES	Pol eta inh	Pol iota inh	BLM inh	POLB inh	Pol kappa inh	BAZ2B block	APEX1 inh	Anesthetic bind	G9a block
CC(C)(C)c1ccc(C(=O)Nc2ccc(C(=O)N3CCOCC3)cc2)cc1	-3%	30%[activator]	-4%	2%	5%	-14%	28%	-15%	7%
COc1ccccc1C(=O)NCC(=O)NNC(=O)c1cccs1	-14%	-23%	.	.	13%	.	-4%	.	.
CCOc1ccc(Cl)cc1CNCCCSc1nnnn1C	-28%	22%	-8%	-18%	-6%	-2%	.	-8%	2%[59 µM]
Cc1ccc2nsnc2c1S(=O)(=O)NC1CC1	4%	16%	2%	-29%	-5%	-2%	5%	2%	8%[59 µM]
O=C(O)c1ccc(S(=O)(=O)NCc2ccc3c(c2)OCO3)cc1	-3%	-26%	-6%	16%	1%	0%	12%	-4%	3%
CCc1ccc(-c2cc(C(=O)O)c3ccccc3n2)s1	-13%	-10%	-6%	-20%	6%	0%	33%	293%[activator]	-9%
O=S(=O)(NCCC1=CCCCC1)c1cccc2nsnc12	-17%	21%	-3%	1%	-8%	-30%	14%	8.9µM*	?
Cc1ccc(-c2csc3nc(C)n(-n4cccc4)c(=O)c23)o1	-4%	15%	-2%	14%	-2%	.	0%	-16%	?
CC1(C)CC(=O)C2=C(C1)NC(SCC(=O)Nc1ccccc1)=C(C#N)C21CCCCC1	-14%	9%	-6%	?	-2%	0%	?	-9%	?
O=C(/C=C/Nc1ccc([N+](=O)[O-])cc1Br)c1cccc2ccccc12	-16%	1%	-4%	38%	-17%	-8%	16%	59%[activator]	-9%[59 µM]
CC(C)C(NC(=O)c1ccccc1F)C(=O)NCC(c1ccco1)N1CCCCC1 (centres undefined)	-16%	39%[activator]	.	.	-5%	.	8%	.	.
COC(=O)CC1C(=O)NCCN1C(=O)CSc1nc2ccc([N+](=O)[O-])cc2s1 (centres undefined)	-3%	90%[activator]	-2%	25%	-17%	0%	21%	-9%	-9%

Given bar-delimited: part of the list above.
structure | Pol eta inh | Pol iota inh | BLM inh | POLB inh | Pol kappa inh | BAZ2B block | APEX1 inh | Anesthetic bind | G9a block
CCc1ccc(-c2cc(C(=O)O)c3ccccc3n2)s1 | -13% | -10% | -6% | -20% | 6% | 0% | 33% | 293%[activator] | -9%
O=S(=O)(NCCC1=CCCCC1)c1cccc2nsnc12 | -17% | 21% | -3% | 1% | -8% | -30% | 14% | 8.9µM* | ?
Cc1ccc(-c2csc3nc(C)n(-n4cccc4)c(=O)c23)o1 | -4% | 15% | -2% | 14% | -2% | . | 0% | -16% | ?

Next part:
SMILES	Pol eta inh	Pol iota inh	BLM inh	POLB inh	Pol kappa inh	BAZ2B block	APEX1 inh	Anesthetic bind	G9a block
CCN(CC)S(=O)(=O)c1ccc2[nH]cc(C(=O)NCCC3=CCCCC3)c(=O)c2c1	-20%	11%	-12%	-3%	-16%	-20%	?	?	1%[12.7 µM]
CSc1nc(NC(C)=O)nc(C)c1Cl	-3%	18%	1%	-2%	-11%	0%	0%	3%	?
O=C(NCc1ccc(Cl)s1)c1cc(COc2c(F)cccc2F)on1	-13%	101%[activator]	-3%	-2%	0%	4%	-2%	?	17%
Cc1c(Oc2ccc(C(F)(F)F)cc2[N+](=O)[O-])ccc2c3c(c(=O)oc12)CCC3	-17%	16%	0%	10%	-4%	-33%	3%	5%	7%[59 µM]
CCOc1ccc(-c2nonc2NC(=O)COc2ccc(C)c(C)c2)cc1OCC	-21%	12%	2%	0%	-21%	2%	.	-4%	-1%[59 µM]
CN(CC(=O)Nc1ccccc1Br)c1ncnc2sccc12	-12%	85%[activator]	-2%	-2%	-4%	1%	4%	-13%	-26%
O=C(NNC(=S)NC1CC2C=CC1C2)c1ccncc1 (centres undefined)	-3%	227%[activator]	-5%	-20%	-5%	-15%	?	1%	24%
Cc1nnc(SCC(=O)Nc2cc(C(F)(F)F)ccc2N2CCOCC2)o1	-14%	4%	0%	1%	4%	3%	4%	-6%	-38%[12.7 µM]
CCN(CC)C(=O)C1CCCN(C/C(C)=C/c2ccccc2)C1 (centres undefined)	-7%	1%	-3%	18%	-12%	50µM*	7%	-4%	16µM*
FC(F)(F)c1nnc(N2CCN(c3ccc(Cl)cc3)CC2)s1	-11%	19%	4%	-7%	3%	0%	1%	4%	.
Cc1nc2cc(NC(=O)N3CCN(c4ccccn4)CC3)ccc2o1	-3%	-15%	2%	17%	8%	-8%	3%	-7%	-2%[59 µM]
COc1ccc(C(C(=O)NC2CCCC2)N(Cc2ccc(F)cc2)C(=O)c2ccn[nH]2)cc1OC (centres undefined)	2%	38%[activator]	-2%	40%	-1%	0%	-1%	-14%	3%

Single records, from the list above. Screens in order: Pol eta inh	Pol iota inh	BLM inh	POLB inh	Pol kappa inh	BAZ2B block	APEX1 inh	Anesthetic bind	G9a block
Record of `O=C(NNC(=S)NC1CC2C=CC1C2)c1ccncc1` (centres undefined) = -3%	227%[activator]	-5%	-20%	-5%	-15%	?	1%	24%
Record of `CCOc1ccc(-c2nonc2NC(=O)COc2ccc(C)c(C)c2)cc1OCC` = -21%	12%	2%	0%	-21%	2%	.	-4%	-1%[59 µM]

Continued.
SMILES	Pol eta inh	Pol iota inh	BLM inh	POLB inh	Pol kappa inh	BAZ2B block	APEX1 inh	Anesthetic bind	G9a block
CCOc1ccccc1NC(=O)CCCc1nc(-c2ccccc2Cl)no1	-5%	-6%	-7%	19%	3%	20%	.	-2%	22%[59 µM]
Nc1ccc2nc(NC(=O)C3CCCCC3)sc2c1	-20%	-8%	-4%	1%	-1%	?	1%	-16%	?
COc1ccc(C(=O)c2c(C)c3ccccc3n2CC(O)CNC(C)C)cc1 (centres undefined)	-10%	-21%	8%	20%	2%[60.1 µM]	-9%	2%	0%	45µM*
O=c1c2cn[nH]c2nc(SCc2ccc3c(c2)OCCO3)n1-c1ccccc1	4%	-5%	-8%	3%	-10%	-9%	3%	4%	13%[59 µM]
CCN(CC(=O)Nc1ccc(OC)cc1)C(=O)CSCc1c(C)noc1C	-16%	10%	.	.	3%	8%	21%	.	7%[59 µM]
CCOc1ccc(OCCOCCNCCOC)cc1	-14%	3%	0%	22%	-4%	-32%	-1%	-4%	?
CC(=O)N1CCSc2ccc(S(=O)(=O)N3CCC(C)CC3)cc21	-7%	-13%	-2%	17%	11%	-12%	35%[activator]	-9%	10%
Cc1ccc(C2C(C#N)=C(N)SC(N)=C2C#N)c(C)c1	9%	25µM*	-9%	-7%	-7%	3%	-4%	?	?
CC(C)(C)OC(=O)N1CCCC1C(=O)NC(Cc1ccccc1)C(=O)O (centres undefined)	-7%	18%	-7%	15%	-16%	-15%	10%	1%	17%[59 µM]
NNC(=O)c1cc2c(s1)-c1cc(Cl)ccc1SC2	1%	-2%	2%	-1%	-30%	19%	-3%	1%	63%
O=C(CN(Cc1ccc(F)cc1)C(=O)CCC(=O)Nc1ccccn1)NCc1ccc(F)cc1	-10%	-17%	-1%	16%	1%	0%	15%	-12%	12%
COc1ccccc1OCC(=O)N1CC2(C)CC1CC(C)(C)C2 (centres undefined)	-14%	5%	-11%	7%	-3%	9%	16%	?	?

An excerpt of these results, as labelled records:
Nc1ccc2nc(NC(=O)C3CCCCC3)sc2c1
  Pol eta inh = -20%	Pol iota inh = -8%	BLM inh = -4%	POLB inh = 1%	Pol kappa inh = -1%	BAZ2B block = ?	APEX1 inh = 1%	Anesthetic bind = -16%	G9a block = ?

CC(=O)N1CCSc2ccc(S(=O)(=O)N3CCC(C)CC3)cc21
  Pol eta inh = -7%	Pol iota inh = -13%	BLM inh = -2%	POLB inh = 17%	Pol kappa inh = 11%	BAZ2B block = -12%	APEX1 inh = 35%[activator]	Anesthetic bind = -9%	G9a block = 10%

COc1ccc(C(=O)c2c(C)c3ccccc3n2CC(O)CNC(C)C)cc1 (centres undefined)
  Pol eta inh = -10%	Pol iota inh = -21%	BLM inh = 8%	POLB inh = 20%	Pol kappa inh = 2%[60.1 µM]	BAZ2B block = -9%	APEX1 inh = 2%	Anesthetic bind = 0%	G9a block = 45µM*

Further compounds follow.
SMILES	Pol eta inh	Pol iota inh	BLM inh	POLB inh	Pol kappa inh	BAZ2B block	APEX1 inh	Anesthetic bind	G9a block
CCOc1cccc2cc(-c3nnc(Nc4ccc(F)c(Cl)c4)s3)c(=O)oc12	-9%	30%	0%	30%	-6%[60.1 µM]	-3%	.	7%	11%[59 µM]
CN(C)CCCNS(=O)(=O)c1ccc(NC2CCCCCC2)c([N+](=O)[O-])c1	-9%	13%	0%	-9%	1%	?	-13%	?	71µM*
Fc1ccc(Br)cc1C1C=C(c2ccc(Br)cc2)Nc2ncnn21 (centres undefined)	4%	0%	-6%	-2%	-9%	-7%	-3%	-7%	23%[12.7 µM]
COC(=O)c1ccc(Nc2nc(-c3ccc(C)cc3)nc3ccccc23)cc1	-7%	-1%	-7%	8%	8%	6%	.	61%[activator]	-12%[59 µM]
COc1ccc(/C=C/C(=O)OCC(=O)Nc2ccc(N3CCOCC3)cc2)cc1	-19%	18%	2%	20%	-2%	-2%	7%	0%	30%
COc1ccc(NC(=O)C(c2ccccc2)c2ccccc2)cn1	-16%	-20%	-6%	?	7%	-20%	-7%	-19%	-3%
COc1ccccc1NC(=O)Cn1c(C)nc2c(sc(=S)n2Cc2ccco2)c1=O	-4%	11%	0%	-2%	6%	-15%[57.1 µM]	29%	6%	20%
